Screens deposited in PubChem BioAssay by National Center for Advancing Translational Sciences (NCATS).
Anesthetic bind = binds horse apoferritin like a general anesthetic | apoferritin/1-aminoanthracene competitive binding, fluorescence | P02791 | Potency, µM (doses to about 77.5 µM), for the others: at the highest dose activity change, negative = displacement, usual class: inhibitors | 350,000 compounds, 0.074% hits; further: nearly all actives have a fitted effect of over 20% in size
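Steps: apoferritin (10 uM) was premixed with half-saturated 1-AMA in PBS, compounds were pin-transferred, plates stood 10 min at room temperature, fluorescence was read at 380/535 nm, and curves were fitted with a Hill equation.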
BLM helicase inh = blocks DNA unwinding by human BLM helicase; recombinant BLM DNA unwinding, fluorescence dequenching; Potency, µM (series often up to 56.1 µM), inactives show at the highest dose activity change, negative = inhibition, usual class: inhibitors; 350,000 compounds, 0.2% hits; P54132; AID 2528;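 further: plate controls were vehicle for no effect and no enzyme for full effect; nearly all actives have a fitted effect of over 35% in size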
Target sequence (P54132 whole entry, looked up): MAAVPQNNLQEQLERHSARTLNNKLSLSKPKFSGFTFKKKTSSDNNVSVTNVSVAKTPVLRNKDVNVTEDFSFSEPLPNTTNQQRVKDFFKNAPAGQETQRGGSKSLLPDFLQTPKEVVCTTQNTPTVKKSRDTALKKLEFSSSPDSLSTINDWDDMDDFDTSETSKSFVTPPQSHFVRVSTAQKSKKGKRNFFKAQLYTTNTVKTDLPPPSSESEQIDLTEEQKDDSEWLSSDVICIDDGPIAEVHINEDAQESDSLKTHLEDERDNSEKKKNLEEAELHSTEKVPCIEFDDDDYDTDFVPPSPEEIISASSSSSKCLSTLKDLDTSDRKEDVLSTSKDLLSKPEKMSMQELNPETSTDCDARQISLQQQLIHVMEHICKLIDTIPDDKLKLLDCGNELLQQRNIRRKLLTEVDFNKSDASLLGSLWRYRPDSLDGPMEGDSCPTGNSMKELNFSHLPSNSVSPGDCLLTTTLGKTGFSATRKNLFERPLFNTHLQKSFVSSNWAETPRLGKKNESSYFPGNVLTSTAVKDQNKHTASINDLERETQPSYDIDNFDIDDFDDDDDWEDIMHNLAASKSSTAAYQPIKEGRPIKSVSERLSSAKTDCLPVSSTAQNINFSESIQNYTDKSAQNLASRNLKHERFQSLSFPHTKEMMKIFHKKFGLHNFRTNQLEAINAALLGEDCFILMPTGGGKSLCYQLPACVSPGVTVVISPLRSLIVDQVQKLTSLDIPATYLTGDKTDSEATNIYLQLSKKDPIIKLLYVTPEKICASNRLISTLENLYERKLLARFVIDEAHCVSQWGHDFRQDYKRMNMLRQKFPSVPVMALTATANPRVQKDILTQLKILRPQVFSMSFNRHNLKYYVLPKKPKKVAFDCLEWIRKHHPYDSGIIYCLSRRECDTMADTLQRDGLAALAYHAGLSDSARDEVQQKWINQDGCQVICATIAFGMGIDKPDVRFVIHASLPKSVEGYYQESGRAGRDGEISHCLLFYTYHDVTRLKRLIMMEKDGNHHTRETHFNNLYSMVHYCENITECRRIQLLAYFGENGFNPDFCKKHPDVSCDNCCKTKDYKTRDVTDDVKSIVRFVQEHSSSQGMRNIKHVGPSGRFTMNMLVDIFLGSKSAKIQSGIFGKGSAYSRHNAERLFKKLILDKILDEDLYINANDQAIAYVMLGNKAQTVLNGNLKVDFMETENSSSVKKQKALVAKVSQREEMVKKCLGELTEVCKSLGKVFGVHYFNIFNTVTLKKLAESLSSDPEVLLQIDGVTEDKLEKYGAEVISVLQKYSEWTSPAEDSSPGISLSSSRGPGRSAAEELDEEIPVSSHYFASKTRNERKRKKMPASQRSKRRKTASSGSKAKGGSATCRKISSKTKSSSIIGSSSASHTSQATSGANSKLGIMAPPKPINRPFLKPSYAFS
APE1 inh = inhibitors of human APE1 endonuclease; recombinant APE1, TAMRA/BHQ-2 abasic DNA cleavage fluorescence; 350,000 compounds, 0.35% hits; AID 2517; P27695; Potency, µM (doses to about 65.8 µM), without a hit: at the top dose activity change, negative = inhibition, actives largely listed as inhibitors;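 further: plate controls were vehicle for no effect and reference inhibitor for full effect; nearly all actives have a fitted effect of over 55% in size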
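APE1 at 0.75 nM preincubated 15 min at room temperature with compound. Reaction then started with 50 nM double-stranded THF-abasic substrate labelled with TAMRA/BHQ-2, and 525/598 nm fluorescence read kinetically. Activity taken as third-minus-first read difference, normalized to DMSO and NSC13755 controls.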
* = called active by the depositor; ? = inconclusive; [ ] = remark or other dose. The call rests on the fitted dose curve; in most records, active means well fitted curve in the direction sought with a large enough effect; inconclusive means small, poorly fitted or top-dose-only effect, or another doubt; inactive means no such curve, though single readings can be large; an effect the other way counts as inactive or inconclusive. Unless noted, on the % scale 0 is the no-effect control and ±100 the full control effect; potency means the concentration at half of the fitted maximal effect.

1. Cc1ccc2nc3nc4ccc[nH]c4cc3c2c1
  Anesthetic bind: -9.7%[15.3 µM]
  BLM helicase inh: -5.5%[12.4 µM]
  APE1 inh: -9.3%[12.4 µM]

2. COC(=O)NC(c1ccccc1)C(C(=O)OC)C(=O)OC (stereo unspecified)
  Anesthetic bind: -5.2%[15.3 µM]
  BLM helicase inh: 2.4%[12.4 µM]
  APE1 inh: 0.2%[12.4 µM]

3. C=CCOC(=O)C(C(C)=O)C(NC(=O)OC)c1cccs1 (stereo unspecified)
  Anesthetic bind: 1.8%[15.3 µM]
  BLM helicase inh: -1.2%[12.4 µM]
  APE1 inh: 2.8%[12.4 µM]

4. C[C@@H](C(=O)N[C@@H](CO)Cc1ccccc1)[C@H]1C[C@]1(C)[C@H](NC(=O)OCc1ccccc1)c1ccccc1
  Anesthetic bind: -14.8%
  BLM helicase inh: -7.4%
  APE1 inh: -7.2%

5. CCCC/C=C/C(NC(=O)c1cccs1)c1ccccc1 (stereo unspecified)
  Anesthetic bind: -2.8%
  BLM helicase inh: -10.7%
  APE1 inh: -3.6%

6. COc1cccc([C@@H]2Oc3ccc(OC)cc3/C(=N/O[C@@H](C)c3cc(-c4c(C)cc(C)cc4C)no3)[C@@H]2O)c1
  Anesthetic bind: -0.4%[15.3 µM]
  BLM helicase inh: -1.0%[12.4 µM]
  APE1 inh: -4.8%[12.4 µM]

7. CO[C@H]1COC(=O)[C@H](C)NC(=O)C/C=C\[C@@H](C)[C@@H](NS(=O)(=O)c2ccc(C)cc2)COC(=O)C/C=C\[C@@H]1C
  Anesthetic bind: -5.1%[15.3 µM]
  BLM helicase inh: 2.0%[12.4 µM]
  APE1 inh: ?

8. CC(=O)OCC1OC(C#Cc2ccc(Br)cc2)C=CC1OC(C)=O (stereo unspecified)
  Anesthetic bind: 1.5%[15.3 µM]
  BLM helicase inh: 3.3%[12.4 µM]
  APE1 inh: 2.8%[12.4 µM]

9. COC(=O)[C@@]1(Cc2ccccc2)[C@H]2c3cc(C(=O)N4CCCC4)n(Cc4nc5ccccc5[nH]4)c3C[C@H]2CN1C(=O)c1ccccc1
  Anesthetic bind: -5.6%
  BLM helicase inh: -10.9%
  APE1 inh: -3.3%

10. C=CC[C@@H]1C=C[C@H](O/N=C\[C@@H](C)[C@H](OCc2ccccc2)C(C)C)[C@H](CO)O1
  Anesthetic bind: -4.7%[15.3 µM]
  BLM helicase inh: 1.2%[12.4 µM]
  APE1 inh: 20.6%[12.4 µM]

11. CCC/C=C(\CCC)C(NS(=O)(=O)CC12CCC(CC1=O)C2(C)C)c1ccc(C(=O)OC)cc1 (stereo unspecified)
  Anesthetic bind: -1.2%
  BLM helicase inh: -11.8%
  APE1 inh: -8.1%

12. CCOC(=O)N/N=C1/C[C@@H](O)[C@@H](O)[C@@H]2[C@@H]3C(=O)N(CC)C(=O)[C@H]3CC[C@H]12
  Anesthetic bind: 4.7%[15.3 µM]
  BLM helicase inh: 2.9%[12.4 µM]
  APE1 inh: ?

13. COC(=O)c1ccc(C(NC(=O)OCc2ccccc2)/C(C)=C/[C@@H](C)C(=O)NC2CCCCC2)cc1 (stereo partly specified)
  Anesthetic bind: -4.5%
  BLM helicase inh: -3.6%
  APE1 inh: -3.0%

14. COCC1C2CC[C@H]3C(OCc4ccc(F)cc4C(F)(F)F)OC[C@]4(C)[C@H]3C2=C(CN4C(=O)OC(C)(C)C)[C@H](C)C1COC (stereo partly specified)
  Anesthetic bind: -21.0%
  BLM helicase inh: -12.5%
  APE1 inh: -6.2%

15. O=C1C2=CC[C@H]3C(=O)N(Cc4ccccc4)C(=O)[C@@H]3[C@@H]2[C@H](O)[C@@H]2O[C@H]12
  Anesthetic bind: 7.6%[15.3 µM]
  BLM helicase inh: 1.7%[12.4 µM]
  APE1 inh: 18.4%[12.4 µM]

16. COC(=O)C/C=C\[C@H](C)[C@@H](OC)c1ccccc1Br
  Anesthetic bind: -0.3%[15.3 µM]
  BLM helicase inh: 1.6%[12.4 µM]
  APE1 inh: -1.4%[12.4 µM]

17. CSCC[C@@H]1NC(=O)C/C=C\[C@@H](C)COC(=O)[C@@H](C)COC1=O
  Anesthetic bind: -6.8%[15.3 µM]
  BLM helicase inh: -0.6%[12.4 µM]
  APE1 inh: 13.1%[12.4 µM]

18. CC(=O)OC[C@@H]1O[C@H](C/C=N\O[C@@H](C)CN2CCCCc3nc(C)c(C)cc32)C=C[C@@H]1OC(C)=O
  Anesthetic bind: 5.0%[15.3 µM]
  BLM helicase inh: -0.2%[12.4 µM]
  APE1 inh: ?

19. CCCC[C@@H]1C[C@H]1C(NC(=O)c1cccs1)c1ccccc1C(F)(F)F (stereo partly specified)
  Anesthetic bind: -7.7%
  BLM helicase inh: -8.4%
  APE1 inh: -5.8%

20. COc1ccc2nc3c(c([Si](C)(C)C(C)(C)C)c2c1)Cn1c-3cccc1=O
  Anesthetic bind: -9.4%
  BLM helicase inh: -0.9%
  APE1 inh: -7.0%

21. CCCNC(=O)OC[C@@H]1O[C@H](CCO/N=C(\C)CCN2CCCc3nc(C)c(C)cc32)C=C[C@@H]1Oc1ccc(OC)cc1
  Anesthetic bind: -9.6%[15.3 µM]
  BLM helicase inh: 4.9%[12.4 µM]
  APE1 inh: 8.7%[12.4 µM]

22. COC(=O)c1ccc(C(NC(=O)OCc2ccccc2)/C(=C/[C@@H](C)C(=O)Nc2ccccc2)c2cccnc2)cc1 (stereo partly specified)
  Anesthetic bind: -2.0%
  BLM helicase inh: -9.6%
  APE1 inh: -4.5%

23. CN1CCc2nc(-c3ccccc3)c(-c3ccccc3)cc2C1
  Anesthetic bind: -6.2%[15.3 µM]
  BLM helicase inh: -0.2%[12.4 µM]
  APE1 inh: -3.8%[12.4 µM]

24. CN(C)c1ccc2c(-c3ccccc3)c3ccc(=[N+](C)C)cc-3oc2c1
  Anesthetic bind: -11.9%
  BLM helicase inh: 28.2µM*
  APE1 inh: 28.2µM*

25. C[C@@H](C(=O)Nc1ccc2ccccc2c1)[C@@H]1C[C@@]1(C)[C@@H](NC(=O)c1ccncc1Cl)c1ccccc1
  Anesthetic bind: -10.1%
  BLM helicase inh: 1.9%
  APE1 inh: -4.2%

26. COC(=O)[C@@H]1C[C@@]2(O)[C@@H](O)[C@@H](O)[C@@H](O)C[C@H]2N1CC1CC1
  Anesthetic bind: -5.1%
  BLM helicase inh: -2.8%
  APE1 inh: -1.2%

27. COc1ccccc1C1=Nn2c(nnc2-c2ccccc2O)SC1
  Anesthetic bind: -22.2%
  BLM helicase inh: -0.6%
  APE1 inh: -0.9%

28. CCN1C(=O)[C@@H]2[C@H]3C(=CC[C@@H]2C1=O)C1(OCCCO1)[C@H]1O[C@@H]1[C@H]3O
  Anesthetic bind: -5.1%[15.3 µM]
  BLM helicase inh: -9.3%[12.4 µM]
  APE1 inh: -6.9%[12.4 µM]

29. COC(=O)CN=C1OC(=O)N2C(=O)C3=C4C(C[C@H]5C(=O)N(c6ccccc6)C(=O)[C@H]5[C@H]4[C@@]12Cc1ccccc1)[C@H]1C(=O)N(c2ccccc2)C(=O)[C@H]1[C@H]3C (stereo partly specified)
  Anesthetic bind: -12.7%
  BLM helicase inh: -1.7%
  APE1 inh: ?

30. CCN1C(=O)[C@H]2[C@H]3[C@H](O)[C@H](O)C/C(=N/O[C@@H](C)CN4CCCCc5nc(C)c(C)cc54)[C@@H]3CC[C@@H]2C1=O
  Anesthetic bind: -2.0%[15.3 µM]
  BLM helicase inh: 0.5%[12.4 µM]
  APE1 inh: 21.8%[12.4 µM]

31. O=C1[C@H]2[C@H]3[C@H](O)[C@H](O)C/C(=N/OC[C@@H](O)COCc4ccco4)[C@@H]3CC[C@@H]2C(=O)N1Cc1ccccc1
  Anesthetic bind: 1.9%[15.3 µM]
  BLM helicase inh: 1.2%[12.4 µM]
  APE1 inh: ?

32. CC(=O)OCC1OC(C#Cc2ccccc2)C=CC1O (stereo unspecified)
  Anesthetic bind: -8.5%[15.3 µM]
  BLM helicase inh: 3.7%[12.4 µM]
  APE1 inh: 6.1%[12.4 µM]

33. CCCC[C@@H]1C[C@H]1C(NC(=O)c1ccccc1)c1ccc(Cl)cc1 (stereo partly specified)
  Anesthetic bind: 0.3%
  BLM helicase inh: -0.4%
  APE1 inh: -2.5%

34. C[C@H]1/C=C\CC(=O)OC[C@H](C)C(=O)N2CCC[C@@H]2C(=O)OC1
  Anesthetic bind: -10.5%[15.3 µM]
  BLM helicase inh: -1.2%[12.4 µM]
  APE1 inh: ?

35. COC(=O)NC(/C(C(=O)OC)=C(\C)NCc1ccccc1)c1ccc(F)cc1 (stereo unspecified)
  Anesthetic bind: 10.8%[15.3 µM]
  BLM helicase inh: -6.3%[12.4 µM]
  APE1 inh: 27.3%[12.4 µM]

36. COC(=O)C1(CC(C)C)C=C2C(=C(C)C(=O)C2C)CN1 (stereo unspecified)
  Anesthetic bind: 3.4%
  BLM helicase inh: -0.1%
  APE1 inh: -8.4%

37. CC(C)=CCC/C(C)=C/CO/N=C1/C[C@@H](O)[C@@H](O)[C@@H]2[C@@H]3C(=O)N(C4CCCCC4)C(=O)[C@H]3CC[C@H]12
  Anesthetic bind: -13.4%[15.3 µM]
  BLM helicase inh: 0.8%[12.4 µM]
  APE1 inh: 1.0%[12.4 µM]

38. COC(=O)c1ccc(C(NC(=O)OCc2ccccc2)/C(I)=C/[C@@H](C)C(=O)Nc2ccccc2)cc1 (stereo partly specified)
  Anesthetic bind: -11.4%
  BLM helicase inh: -8.6%
  APE1 inh: -7.1%

39. CC(=O)OC[C@H]1O[C@@H](O/N=C(\C)CCN2CCc3nc(-c4ccccc4)c(-c4ccccc4)cc3C2)[C@H](OC(C)=O)[C@@H](OC(C)=O)[C@H]1OC(C)=O
  Anesthetic bind: 0.5%[15.3 µM]
  BLM helicase inh: 1.1%[12.4 µM]
  APE1 inh: -7.6%[12.4 µM]

40. COC(=O)NC(c1cccc(C)c1)[C@]1(C(C)=O)CCCC1=O (stereo partly specified)
  Anesthetic bind: 0.5%[15.3 µM]
  BLM helicase inh: 1.6%[12.4 µM]
  APE1 inh: ?

41. CC(C)CCN1CCc2nc(COc3ccccc3)c3c(c2C1)COC(C)C3 (stereo unspecified)
  Anesthetic bind: -10.2%[15.3 µM]
  BLM helicase inh: -0.3%[12.4 µM]
  APE1 inh: 13.1%[12.4 µM]

42. CC(C)CCN1CCc2nc(-c3ccccc3)c3c(c2C1)COC(C)C3 (stereo unspecified)
  Anesthetic bind: -4.3%[15.3 µM]
  BLM helicase inh: -2.9%[12.4 µM]
  APE1 inh: 17.6%[12.4 µM]

43. CC(C)CO/N=C1/C[C@@H](O)[C@@H](O)[C@@H]2[C@@H]3C(=O)N(C(C)(C)C)C(=O)[C@H]3CC[C@@H]12
  Anesthetic bind: 7.4%[15.3 µM]
  BLM helicase inh: 3.3%[12.4 µM]
  APE1 inh: 29.7%[12.4 µM]

44. COC(=O)Cn1c(C(=O)N(C)C)cc2c1C[C@H]1CN(C(=O)c3ccccc3)[C@@](Cc3ccc(OC)cc3)(C(=O)OC)[C@@H]21
  Anesthetic bind: -8.3%
  BLM helicase inh: 3.1%
  APE1 inh: 10.8%

An excerpt from above in order of count of non-hydrogen atoms, low to high.
32. CC(=O)OCC1OC(C#Cc2ccccc2)C=CC1O (stereo unspecified)
  Anesthetic bind: -8.5%[15.3 µM]
  BLM helicase inh: 3.7%[12.4 µM]
  APE1 inh: 6.1%[12.4 µM]

33. CCCC[C@@H]1C[C@H]1C(NC(=O)c1ccccc1)c1ccc(Cl)cc1 (stereo partly specified)
  Anesthetic bind: 0.3%
  BLM helicase inh: -0.4%
  APE1 inh: -2.5%

42. CC(C)CCN1CCc2nc(-c3ccccc3)c3c(c2C1)COC(C)C3 (stereo unspecified)
  Anesthetic bind: -4.3%[15.3 µM]
  BLM helicase inh: -2.9%[12.4 µM]
  APE1 inh: 17.6%[12.4 µM]

38. COC(=O)c1ccc(C(NC(=O)OCc2ccccc2)/C(I)=C/[C@@H](C)C(=O)Nc2ccccc2)cc1 (stereo partly specified)
  Anesthetic bind: -11.4%
  BLM helicase inh: -8.6%
  APE1 inh: -7.1%

A different layout for some results above:
[34] C[C@H]1/C=C\CC(=O)OC[C@H](C)C(=O)N2CCC[C@@H]2C(=O)OC1
[42] CC(C)CCN1CCc2nc(-c3ccccc3)c3c(c2C1)COC(C)C3 (stereo unspecified)
[31] O=C1[C@H]2[C@H]3[C@H](O)[C@H](O)C/C(=N/OC[C@@H](O)COCc4ccco4)[C@@H]3CC[C@@H]2C(=O)N1Cc1ccccc1
[40] COC(=O)NC(c1cccc(C)c1)[C@]1(C(C)=O)CCCC1=O (stereo partly specified)

compound no.	34	42	31	40
Anesthetic bind	-10.5%[15.3 µM]	-4.3%[15.3 µM]	1.9%[15.3 µM]	0.5%[15.3 µM]
BLM helicase inh	-1.2%[12.4 µM]	-2.9%[12.4 µM]	1.2%[12.4 µM]	1.6%[12.4 µM]
APE1 inh	?	17.6%[12.4 µM]	?	?

Not all compounds are listed; rates above refer to the full screens.
